# A-T KAP1 phos = potential ataxia-telangiectasia treatments restoring KAP-1 phosphorylation; […] A-T fibroblasts, KAP-1 phosphorylation AlphaLISA; neocarzinostatin DNA damage 30 min before lysis; Potency, µM (top dose mostly 57.5 µM), without a hit: at the highest dose activation, usual class: activators; 320,000 tested, 0.19% active; AID 485349; further: potency means the concentration at half of the fitted maximal effect; % of control where 0% means no effect; nearly all actives have a fitted effect of over 45% in size
#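 hTERT-immortalized A-T patient fibroblasts ([…]), 500 cells/well in OPTI-MEM, 1% FBS, got compounds for 60 min, then NCS for 30 min at 37C. Lysates were then assayed for phospho-KAP-1 by AlphaLISA (anti-pKAP1 donor, anti-KAP1 acceptor beads), 6 hr at 25C.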
# KCNH2 WT inh = blocks the wildtype human KCNH2 potassium channel. U2OS, BacMam KCNH2, thallium flux FluxOr; hits give low values. activity change, % at 1.84 µM. 340,000 tested, 0.37% active. AID 720551;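 active means maximum activity change below -70%; inconclusive means maximum activity change between -70% and -50%; inactive means maximum activity change above -50%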; further: on the % scale 0 is the no-effect control and ±100 the full control effect
#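 U2OS cells transduced with wild-type KCNH2 virus are loaded with FluxOr dye for 45 min, and thallium flux is measured in kinetic reads before and after stimulation buffer. Rate constants are normalized to DMSO controls.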
# KCNH2 3.1 inh = blocks the human KCNH2 3.1 channel isoform; 340,000 tested, 0.95% active; activity change, % (tested at about 1.8 µM); AID 720553; U2OS KCNH2 3.1, thallium flux FluxOr; hits give low values;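 active means maximum activity change below -70%; inconclusive means maximum activity change from -70% to -50%; inactive means maximum activity change above -50%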;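 further: thallium influx rate constant from kinetic fluorescence after stimulation buffer; on the % scale 0 is the no-effect control and ±100 the full control effect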
#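 Thallium flux via FluxOr fluorescence (Red40 quencher, 45 min loading) in U2OS cells virally expressing the KCNH2 3.1 isoform (1.77 x 10^8 /mL virus, overnight at 37 C). Rate constants from 2-min kinetic reads post-stimulation, normalised to positive and negative controls.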
# Mito fusion yeast = blocks mitochondrial division or promotes mitochondrial fusion. 320,000 tested, 0.23% active. Potency, µM (top dose mostly 46.1 µM), without a hit: top-dose growth rescue (activation), actives largely listed as activators. S. cerevisiae fusion-defective mutant growth rescue, CellTiterGlo 48 h;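 further: potency means the concentration at half of the fitted maximal effect; % of control where 0% means no effect; nearly all actives have a fitted effect of over 45% in size; temperature-sensitive fusion mutants such as fzo1-1 at 37 °C on non-fermentable ethanol glycerol medium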
#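 Growth-rescue viability read-out: after 48 h at the non-permissive 37C in glycerol/ethanol YPEG, yeast mitochondrial fusion mutants are measured by CellTiterGlo luminescence; compounds (23 nl pinned per well) restoring growth score as division inhibitors or fusion activators.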
# TRPV1 agonist = agonists of human vanilloid receptor 1 (TRPV1); 320,000 tested, 0.19% active; Q8NER1; activation, % at 8.33 µM; TRPV1-expressing cells, Fluo-8 calcium influx, agonist mode; in the data active means activation above about 80%; inconclusive means between about 30% and that limit; further: 0% is about no effect
#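 Cells expressing TRPV1 were dye-loaded with Fluo-8 and read kinetically: 10 s baseline, 3 min after compound (agonist portion), then 2 min after EC20 capsaicin (allosteric enhancer portion). Calcium-bound dye fluorescence at 480/520 nm.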
# TCR act = activators of T cell receptors; primary human leukocytes, anti-CD3, IL-2 HTRF, 48 h; Potency, µM (titrated, usually from 9.22 µM), for the others: at the top dose activation of IL-2 secretion, most hits filed as activators; 330,000 tested, under 10 active; AID 504894; further: % of control where 0% means no effect
#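 Human primary leukocytes + a-CD3 beads + cpd, 48 hr; IL-2 in supernatant by HTRF (ex 320nm / em 665nm). No co-stimulatory signal supplied.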
# ELG1 DNA repair = ELG1-dependent DNA repair inhibition; AID 504467; HEK293T ELG1-luciferase reporter, luminescence, 16 h; DNA damage induced by 5-fluorouridine; Potency, µM (titrated, usually from 46.1 µM), inactives show top-dose activity change, negative = inhibition, most hits filed as inhibitors; 330,000 tested, 2.3% active; further: potency means the concentration at half of the fitted maximal effect; on the % scale 0 is the no-effect control and ±100 the full control effect; nearly all actives have a fitted effect of over 55% in size
#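 Luminescence from the luciferase reporter, measured 30 min after ONE-Glo reagent at room temperature, was the read-out. Beforehand, 2,000 cells per well were exposed for 16 hr at 37 °C to 5-fluorouridine together with compound or vehicle.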
# Eya2 phos inh = Eya2 (human) phosphatase inhibition. recombinant Eya2, OMFP fluorescence dephosphorylation (OMFP is methylfluorescein phosphate). O00167. Potency, µM (series often up to 76.9 µM), for inactives: at the top dose activity, negative = inhibition, hits mostly inhibitors. 330,000 tested, 0.006% active. AID 488837; further: potency means the concentration at half of the fitted maximal effect; on the % scale 0 is the no-effect control and ±100 the full control effect
#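 Eya2 (0.2 uM) preincubated 10 min at ambient with compound, then OMFP substrate added at 50 uM; 10 min reaction in 50 mM HEPES pH 7.5, 50 mM NaCl, 5 uM MgCl2, 0.05% BSA, 1 mM DTT. Fluorescence read at Ex 485/Em 525 nm.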
# USP2a block = blocks human ubiquitin-specific protease USP2a | 330,000 tested, 0.01% active | Potency, µM (titrated, usually from 38.3 µM), inactives show top-dose activity change, negative = inhibition, most hits filed as inhibitors | USP2 core, Ub-CHOP2 coupled fluorogenic reporter, 485/531;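 further: potency means the concentration at half of the fitted maximal effect; plate controls were DMSO wells for no effect and full inhibition by NEM control for full effect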
#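 Deubiquitinase activity read as fluorescence (485/531 nm) after Ub-CHOP2 cleavage activates the enterokinase reporter on its substrate; USP2 core 10nM, Ub-CHOP2 and substrate 25nM each, 30min compound preincubation then 60min RT; data normalized to NEM, curves fitted.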
# TSHR antag = antagonists of human thyroid stimulating hormone receptor; TSHR-expressing cells, TSH-stimulated cAMP HTRF, 2 h; hits give low values; activity change, negative = inhibition, % at 11.5 µM; 330,000 tested, 0.2% active; AID 504810;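 active means activity change below a set negative limit, meaning inhibition stronger than a set level, cut at about -70% in these data; inconclusive means activity change between two set negative limits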; further: on the % scale 0 is the no-effect control and ±100 the full control effect
# Target sequence (P16473 whole entry, looked up): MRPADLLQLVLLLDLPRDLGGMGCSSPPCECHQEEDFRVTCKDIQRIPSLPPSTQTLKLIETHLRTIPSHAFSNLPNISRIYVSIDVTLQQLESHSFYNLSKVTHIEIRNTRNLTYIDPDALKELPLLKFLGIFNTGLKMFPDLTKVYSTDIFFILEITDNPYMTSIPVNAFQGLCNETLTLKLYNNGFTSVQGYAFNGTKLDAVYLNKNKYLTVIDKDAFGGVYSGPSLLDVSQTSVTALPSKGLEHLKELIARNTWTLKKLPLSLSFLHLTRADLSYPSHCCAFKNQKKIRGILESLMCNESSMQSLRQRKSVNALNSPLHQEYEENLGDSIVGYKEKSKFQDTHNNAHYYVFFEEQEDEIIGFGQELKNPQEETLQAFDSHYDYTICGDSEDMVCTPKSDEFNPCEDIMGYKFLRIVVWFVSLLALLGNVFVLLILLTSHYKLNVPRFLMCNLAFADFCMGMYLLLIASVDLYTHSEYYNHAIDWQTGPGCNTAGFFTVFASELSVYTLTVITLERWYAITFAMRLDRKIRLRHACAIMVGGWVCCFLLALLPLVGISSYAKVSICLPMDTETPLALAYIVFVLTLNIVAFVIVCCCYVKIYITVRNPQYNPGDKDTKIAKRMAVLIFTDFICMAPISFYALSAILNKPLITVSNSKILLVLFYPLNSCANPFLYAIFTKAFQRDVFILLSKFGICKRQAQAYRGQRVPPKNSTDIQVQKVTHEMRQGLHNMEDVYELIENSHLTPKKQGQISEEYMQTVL
#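 Read-out is FRET at 665 nm (cryptate excitation 337 nm) from a cryptate-tagged anti-cAMP antibody, competed by cell cAMP against cAMP-d2. Compounds are tested on freshly harvested TSHR cells challenged with 4nM TSH (EC80) for 2 hours at 37 deg C.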
# * marks the source's active call; other numbers are inactive results; u = inconclusive; x = no result given; [ ] = remark or other dose. Unless noted, the call rests on the fitted dose curve; in most records, active means well fitted curve in the direction sought with a large enough effect; inconclusive means small, poorly fitted or top-dose-only effect, or another doubt; inactive means no such curve, though single readings can be large; an effect the other way counts as inactive or inconclusive.
smiles | A-T KAP1 phos | KCNH2 WT inh | KCNH2 3.1 inh | Mito fusion yeast | TRPV1 agonist | TCR act | ELG1 DNA repair | Eya2 phos inh | USP2a block | TSHR antag
N#Cc1ccc(C23CC4(C2)[C@H](CN(Cc2ccc(C(F)(F)F)cc2)[C@@H]4c2ccccc2)C3c2ccc(C(F)(F)F)cc2)cc1 (stereo partly drawn) | 16% | -2 | -9 | -22% | 1 | 5% | 10% | 4% | -1% | -6
Cc1ccc(OCCNc2ccc(S(=O)(=O)N3CCCC3)cn2)cc1 | -1% | -1 | -11 | -13% | 19 | 1% | -3% | 18% | 0% | -5
O=C(NNC(=O)c1cc2cc3ccccc3nc2s1)c1cccc(Cl)c1 | 1% | 5 | -2 | 3% | -2 | 0% | 1% | -17% | -1% | -9
CC(Cc1cccs1)NC(=S)Nc1ccc(Cl)cc1 (stereo not drawn) | 4% | 15 | x | 15% | u | -10%[46.1 µM] | 2% | -5% | 0% | -3
O=C(NCC(c1cccs1)N1CCOCC1)c1cccc([N+](=O)[O-])c1 (stereo not drawn) | 2% | -4 | 4 | -6% | -8 | -1%[46.1 µM] | -11% | 8% | 2% | 1
COc1ccc(NC(=O)C2(c3ccc(NC(=O)c4ccc(C)cc4)cc3)CCCC2)cc1 | 2% | -9 | 13 | 1% | 1 | -2% | 14% | 3% | 0% | 2
CC1Sc2ccc(S(=O)(=O)N(C)Cc3ccccc3)cc2NC1=O (stereo not drawn) | 7% | -12 | -22 | 5% | 17 | 0% | u | -11% | -2% | -19
CCOc1ccccc1NC(=S)Nc1ccc2cn[nH]c2c1 | 10% | -8 | -2 | -5% | 25 | -1% | 0% | 4% | 5% | 2
COc1ccccc1-n1cnnc1SCC(=O)N1CCN(S(=O)(=O)c2ccccc2)CC1 | -3% | 1 | -2 | 1% | -2 | 2% | -12% | -16% | -4% | -14
CCc1cccc(CC)c1N1C(=O)c2cc(N3CCOCC3)c([N+](=O)[O-])cc2C1=O | -2% | -3 | -18 | -1% | 5 | 1%[46.1 µM] | -1% | 4% | 1% | -9
N#CCOc1nc(N2CCCC2)nc(N2CCCC2)n1 | x | 0 | 17 | -1% | 18 | 3% | 16% | 13% | 2% | -5
N#Cc1c(-c2ccccc2)c(-c2ccccc2)nn(CC(=O)NNC(=O)Nc2ccccc2)c1=O | -7% | 1 | 19 | -2% | 6 | -3% | -25% | -5% | 1% | 20
C/C(Cn1cnc([N+](=O)[O-])n1)=N\NC(=O)c1cccc(F)c1 | -2% | 6 | 5 | -1% | u | 2%[46.1 µM] | u | -19% | -8% | -11
Cc1ccnc(Nc2nc(-c3ccc(F)cc3)cs2)c1 | 18% | -5 | -15 | -2% | u | x | u | -9% | -2% | u
Cc1cc(C)cc(OCC(=O)N2Cc3ccccc3CC2C(=O)O)c1 (stereo not drawn) | 0% | -2 | 22 | 0% | 0 | -8% | -6% | 12% | -3% | -13
CCn1c(-c2ccccc2Cl)nn(CC(=O)Nc2ccccc2OC)c1=S | -10% | 8 | -5 | -2% | -1 | 9% | -3% | 19% | 4% | -1
Cc1cc(C(=O)CSc2nn3c(=O)c(C(C)(C)C)nnc3s2)c(C)n1C1CC1 | -1% | 7 | 0 | -10% | 0 | 2% | -1% | 23% | 1% | -5
CC/C(C)=C1\SC(N2CCOCC2)=NC1=O | 2% | 8 | 11 | -2% | 0 | -3% | 15% | -26% | 5% | -3
O=C(O)C1Cc2ccccc2CN1S(=O)(=O)c1ccc(Cl)cc1 (stereo not drawn) | 2% | -5 | 29 | 4% | -2 | -3% | -24% | 8% | 8% | -1
Cc1cc(C(F)(F)F)c(C#N)c(=O)[nH]1 | -1% | -3 | 16 | 0% | 2 | -3%[46.1 µM] | -6% | -2% | -2% | -3
O=C(CSc1nccc(=O)[nH]1)NN(c1ccccc1)c1ccccc1 | -2% | 0 | 5 | 4% | 2 | 5% | 28% | -8% | -1% | 15
Cc1ccc(C(=O)NNS(=O)(=O)c2ccc(F)cc2)cc1 | -13% | -8 | 2 | 7% | -3 | 6% | u | 3% | 0% | 35
CCOc1ccccc1CN1C(=O)NC(C)(c2ccccc2)C1=O (stereo not drawn) | 5% | -5 | -3 | -1% | -1 | -4% | -13% | 0% | 1% | 24
O=C(CSc1nc2ccccc2c(=O)n1-c1ccc(OC(F)F)cc1)NCc1cccs1 | 8% | 15 | -6 | -2% | -5 | 10%[46.1 µM] | 6% | 10% | 2% | -8
CCCN1Cc2cccc(C(=O)N3CCN(c4ccc(F)cc4)CC3)c2C1=O | -6% | -8 | 4 | 0% | -1 | 0% | 3% | -9% | 2% | -8
CCC(C)C(NC(=O)OC(C)(C)C)C(=O)NC(Cc1ccccc1)C(=O)OC (stereo not drawn) | -2% | -7 | -5 | 0% | 15 | 4% | -2% | 7% | 1% | 11
COc1ccc(/C=N/N2CCOCC2)cc1Cn1nc(C)c([N+](=O)[O-])c1C | 7% | 3 | -11 | 5% | 5 | -5% | 1% | -7% | 7% | -6
O=C(OCc1ccc(Br)cc1)c1cccnc1 | -1% | -28 | -14 | 4% | 3 | x | -2% | -14% | 2% | -10
CC(C)(C)c1ccc(C(=O)OCCN2CCCCC2)cc1 | 3% | 2 | -2 | -1% | 2 | -9% | u | 6% | 2% | -2
C=CCNC(=O)C1CCC(=O)N1S(=O)(=O)c1ccc(C)cc1 (stereo not drawn) | 17% | -10 | -15 | 0% | 1 | x | 3% | 3% | 4% | -8
NC1=NC(=O)CC(C(=O)NCc2ccccc2)S1 (stereo not drawn) | -3% | -7 | -8 | -2% | -4 | 0% | 3% | -6% | 2% | 5
Cc1c(O[C@@H]2O[C@H](CO)[C@@H](O)[C@H](O)[C@H]2O)ccc2c1oc(=O)c1ccccc12 | 0% | 1 | 23 | 0% | 8 | 6% | u | 0% | 9% | 1
COc1ccc(C(=O)CCC(=O)Nc2cccnc2)c(OC)c1 | 8% | -4 | 4 | -2% | 6 | -3% | -13% | -2% | 2% | -8
COc1c(N2CCN(C(=S)Nc3ccccc3)C(C)C2)c(F)cc2c(=O)c(C(=O)O)cn(C3CC3)c12 (stereo not drawn) | 4% | x | x | -4% | -3 | x | -10% | 2% | -2% | 3
C=CCOc1ccccc1CN1CCCCCC1 | 3% | 35 | -4 | 0% | 0 | x | 0% | 8% | 2% | 3
CC(=O)OCC(=O)[C@H]1CC[C@H]2[C@@H]3CCC4=CC(=O)CC[C@]4(C)[C@H]3CC[C@]12C | 13% | 10 | 0 | 12% | 9 | -9% | -1% | -2% | 2% | -30

# Single records, from the list above. Order of values: A-T KAP1 phos | KCNH2 WT inh | KCNH2 3.1 inh | Mito fusion yeast | TRPV1 agonist | TCR act | ELG1 DNA repair | Eya2 phos inh | USP2a block | TSHR antag
# N#Cc1c(-c2ccccc2)c(-c2ccccc2)nn(CC(=O)NNC(=O)Nc2ccccc2)c1=O across the screens: -7% | 1 | 19 | -2% | 6 | -3% | -25% | -5% | 1% | 20
# COc1ccc(NC(=O)C2(c3ccc(NC(=O)c4ccc(C)cc4)cc3)CCCC2)cc1 across the screens: 2% | -9 | 13 | 1% | 1 | -2% | 14% | 3% | 0% | 2
# O=C(NCC(c1cccs1)N1CCOCC1)c1cccc([N+](=O)[O-])c1 (stereo not drawn) across the screens: 2% | -4 | 4 | -6% | -8 | -1%[46.1 µM] | -11% | 8% | 2% | 1
# N#CCOc1nc(N2CCCC2)nc(N2CCCC2)n1 across the screens: x | 0 | 17 | -1% | 18 | 3% | 16% | 13% | 2% | -5
# O=C(CSc1nc2ccccc2c(=O)n1-c1ccc(OC(F)F)cc1)NCc1cccs1 across the screens: 8% | 15 | -6 | -2% | -5 | 10%[46.1 µM] | 6% | 10% | 2% | -8

# The list is partial. The share of hits here may be higher or lower than overall.
